Compound activity (PubChem)
Tau fibril ThT = qHTS for Inhibitors of Tau Fibril Formation, Thioflavin T Binding. Microtubule-associated protein tau (Homo sapiens), P10636. recombinant tau K18 P301L (four-repeat tau fragment), heparin-induced fibrillization, ThT fluorescence. Potency, µM (highest dose often 57.4 µM), for the others: top-dose activity, negative = inhibition, actives largely listed as inhibitors. 270,000 compounds, 2.1% hits; further: on the % scale 0 is the no-effect control and ±100 the full control effect; nearly all actives have a fitted effect of over 55% in size
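Heparin-induced fibrillization of the P301L-mutant K18 repeat-domain fragment of human tau was followed by ThT binding in quantitative high-throughput format.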
L3MBTL1 block = qHTS Assay for the Inhibitors of L3MBTL1. AlphaScreen L3MBTL1–H3K9me1 peptide binding. 230,000 compounds, 0.66% hits. Potency, µM (series often up to 57.1 µM), for inactives: at the top dose activity, negative = inhibition, usual class: inhibitors. AID 485360, 2010. Lethal(3)malignant brain tumor-like protein 1 (Homo sapiens), Q9Y468; further: on the % scale 0 is the no-effect control and ±100 the full control effect; nearly all actives have a fitted effect of over 60% in size
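AlphaScreen proximity signal between nickel-chelate acceptor and streptavidin donor beads (final 10 ug/mL) reports binding of 50 nM L3MBTL1 to 75 nM biotin-H3 K9me1 peptide; complex incubated with compounds 30 min at room temperature; cefsulodin titration as control.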
SMN2 splice up = qHTS Assay for Enhancers of SMN2 Splice Variant Expression; HEK293 SMN2-luciferase splicing reporter, luminescence, 30-36 h; Potency, µM (doses to about 46.1 µM), for inactives: at the highest dose activity change, positive = activation, actives largely listed as activators; 210,000 compounds, 2.8% hits; AID 1458, 2008; further: % of control where 0% means no effect; nearly all actives have a fitted effect of over 55% in size
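qHTS luciferase splicing reporter: luminescence rises when SMN2 exon 7 is included in transfected HEK293 cells. Compound exposure lasted 30-36 h at 37C, with 4.5 mM final sodium butyrate as control, followed by a ONE-Glo read.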
KinaseGlo FLuc = Counterscreen for Luciferase (Kinase-Glo TM) Inhibition | Luciferin 4-monooxygenase (Photuris pensylvanica), Q27757 | Kinase-Glo luciferase, ATP luminescence, 8 min | Potency, µM (series often up to 38.3 µM), for the others: at the highest dose activity change, negative = inhibition, actives largely listed as inhibitors | 200,000 compounds, 0.28% hits | AID 1379, 2008; further: on the % scale 0 is the no-effect control and ±100 the full control effect; nearly all actives have a fitted effect of over 60% in size
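Recombinant Kinase-Glo luciferase, 10 uM ATP (linear range), luciferin; imidazole pH 7.2 / KCl / MgCl2 / Tween / BSA buffer; 8 min RT; luminescence.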
Lamin A splicing = qHTS Assay for Modulators of Lamin A Splicing. HeLa LMNA splicing GFP/RFP minigene ratio, 48 h. Potency, µM (series often up to 46.1 µM), for the others: at the highest dose ratio change, negative = inhibition, actives largely listed as inhibitors. AID 1487, 2009. 200,000 compounds, 0.01% hits; active means well fitted inhibition curve with a large enough effect in the signal ratio, with a control signal flat, not every such curve was filed as active; inconclusive means small, poorly fitted or top-dose-only effect, or effect the other way, or a change in a side signal; the % refers to the signal ratio; further: on the % scale 0 is the no-effect control and ±100 the full control effect
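Read-out is the ratio of GFP to DsRed2 object intensity, acquired by 488 nm laser-scanning cytometry on HeLa lamin A-EGFP minigene reporter cells. Compound incubation 48 hrs at 37 °C in Opti-MEM with 2% FBS; DMSO 0.5% final.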
ALDH1A1 block = qHTS Assay for Inhibitors of Aldehyde Dehydrogenase 1 (ALDH1A1); Purified ALDH1A1, NADH fluorescence, propionaldehyde substrate; Potency, µM (highest dose often 75.3 µM), without a hit: at the highest dose activity, negative = inhibition, hits mostly inhibitors; 220,000 compounds, 7.3% hits; active means well fitted inhibition curve with a large enough effect, not every such curve was filed as active; inconclusive means small, poorly fitted or top-dose-only effect, or another doubt; inactive means no such curve, though single readings can be large or run the other way;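 further: plate controls were no enzyme wells and a reference inhibitor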
RECQ1 inh = qHTS Assay for Inhibitors of RecQ-Like Dna Helicase 1 (RECQ1); ATP-dependent DNA helicase Q1 (Homo sapiens), P46063; RECQ1 DNA unwinding, red fluorescence kinetic read; Potency, µM (highest dose often 57.3 µM), for inactives: at the top dose activity, negative = inhibition, hits mostly inhibitors; 240,000 compounds, 0.54% hits; AID 2549, 2010;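 further: plate controls were vehicle for no effect and no enzyme for full effect; nearly all actives have a fitted effect of over 30% in size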
Target sequence (P46063 whole entry, looked up): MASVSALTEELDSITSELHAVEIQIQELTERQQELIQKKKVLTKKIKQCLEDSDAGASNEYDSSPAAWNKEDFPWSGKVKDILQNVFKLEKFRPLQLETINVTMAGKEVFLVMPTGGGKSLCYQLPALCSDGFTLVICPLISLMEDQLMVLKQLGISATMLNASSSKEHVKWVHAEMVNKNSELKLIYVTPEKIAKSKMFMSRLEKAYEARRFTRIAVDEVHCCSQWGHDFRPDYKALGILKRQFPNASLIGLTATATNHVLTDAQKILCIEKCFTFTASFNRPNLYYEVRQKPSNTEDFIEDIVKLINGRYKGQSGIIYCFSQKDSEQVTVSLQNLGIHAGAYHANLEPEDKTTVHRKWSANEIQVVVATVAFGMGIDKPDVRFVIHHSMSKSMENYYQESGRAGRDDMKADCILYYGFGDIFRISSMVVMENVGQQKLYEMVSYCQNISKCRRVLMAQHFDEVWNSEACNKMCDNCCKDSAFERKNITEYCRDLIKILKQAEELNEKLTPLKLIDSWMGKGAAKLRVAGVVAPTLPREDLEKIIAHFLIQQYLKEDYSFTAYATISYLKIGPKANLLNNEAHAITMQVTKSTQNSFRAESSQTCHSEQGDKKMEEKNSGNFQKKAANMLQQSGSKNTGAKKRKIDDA
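50 nM RECQ1T1 preincubated 15 min with compound in Tris pH 8.0 buffer with MgCl2, DTT, Tween-20 and 2.5 ug/ml poly(dI-dC); started with 200 nM TAMRA/BHQ-2 forked duplex and 2 mM ATP. Unwinding read as fluorescence (525/598 nm), two reads 2 h apart.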
KDM4E inh = qHTS Assay for Inhibitors of Human Jumonji Domain Containing 2E (JMJD2E) | 230,000 compounds, 1.6% hits | Potency, µM (top dose mostly 57.1 µM), for inactives: at the highest dose activity change, negative = inhibition, most hits filed as inhibitors | AID 2147, 2009 | JMJD2E catalytic domain, FDH-coupled NADH fluorescence (FDH is formaldehyde dehydrogenase); active means well fitted inhibition curve with a large enough effect, not every such curve was filed as active; inconclusive means small, poorly fitted or top-dose-only effect, or another doubt; inactive means no such curve, though single readings can be large or run the other way;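 further: 0% = wells with enzyme and -100% = buffer wells without enzyme; nearly all actives have a fitted effect of over 50% in size; many of its hits are not listed in these tables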
Target sequence (B2RXH2 1-337 limits assumed): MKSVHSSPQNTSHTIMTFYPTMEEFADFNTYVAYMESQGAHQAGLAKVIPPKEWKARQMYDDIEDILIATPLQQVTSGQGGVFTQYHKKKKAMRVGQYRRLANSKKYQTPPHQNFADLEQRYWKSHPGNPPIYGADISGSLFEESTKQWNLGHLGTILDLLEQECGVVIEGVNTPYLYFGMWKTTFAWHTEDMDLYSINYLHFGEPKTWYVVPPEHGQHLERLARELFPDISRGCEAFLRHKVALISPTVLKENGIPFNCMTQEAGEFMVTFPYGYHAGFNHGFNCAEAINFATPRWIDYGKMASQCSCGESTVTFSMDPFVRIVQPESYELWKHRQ
* hit, by the source's call; i = inactive; ? = inconclusive; . = not tested or not shown; & = joins results of further samples; [ ] = dose if it differs, or a comment. Unless noted, the call rests on the fitted dose curve; in most records, active means well fitted curve in the direction sought with a large enough effect; inconclusive means small, poorly fitted or top-dose-only effect, or another doubt; inactive means no such curve, though single readings can be large; an effect the other way counts as inactive or inconclusive. Potency means the concentration at half of the fitted maximal effect. Some of the compounds tested; rates above refer to the full screens.

#1 NCCNS(=O)(=O)c1cccc2c(Cl)cccc12
#2 C=CCNC(=O)CC(=O)N/N=C/c1cccs1
#3 CCC(Sc1ncccc1C(=O)OC(C)C)C(=O)NCc1ccco1 (stereo not given)
#4 CN(CC(=O)Nc1ccccc1F)CC(=O)Nc1ccc(F)c(F)c1F
#5 Cc1ccc(CNC(=O)CN(C)S(=O)(=O)c2cccc3cccnc23)cc1
#6 CCOCCc1nnc(NC(=O)c2ccc(OC)c(OC)c2)s1
#7 O=C(Cn1nnc(-c2ccncc2)n1)N1CCc2ccccc21
#8 C=CCN(c1ccc(C(=O)Nc2ccc(C)c(C)c2)cc1)S(C)(=O)=O
#9 N#CC(C#N)=C1C=CC=CN1/C(=C\c1ccccc1)C(=O)c1cccs1
#10 CCOC(=O)C1CCCN(C(=O)c2ccc(OCC)cc2)C1 (stereo not given)
assay / compound	1	2	3	4	5	6	7	8	9	10
KDM4E inh	?	-6%	1%	-2%	9%	-29%	6%	-7%	-1%	4%
KinaseGlo FLuc	-1%[39.9 µM]	1%	-6%	4%	-2%	1%	-3%	-1%	-1%	1%
L3MBTL1 block	.	3%	.	-1%	-6%	13%	0%	-2%	18%	0%
ALDH1A1 block	3%&-10%&0%&-6%	-1%	-4%	-6%	?	-10%	1%	1%	?	-12%
Lamin A splicing	18%	-6%[46 µM]	-9%	-3%[46 µM]	-2%	-17%	6%	?	?	-2%
Tau fibril ThT	-11%&-5%&1%&-4%	3%	-15%	7%	-3%	0%	5%	2%	?	-5%
RECQ1 inh	-10%&-4%&2%&-2%	17%	?	-6%	-6%	-5%	-14%	2%	-14%	i
SMN2 splice up	-10%&-12%	2%	-8%	15%	-1%	-23%	-27%	-42%[inhibitor]	8%	1%

#11 CCOC(=O)CC1C(=O)NCCN1Cc1ccc(OC)c(OC)c1 (stereo not given)
#12 O=C(NCc1cc(F)cc2c1OCCO2)[C@H]1C[C@@H]1[C@H](NP(=O)(c1ccccc1)c1ccccc1)c1ccccc1
#13 COc1ccccc1CNC(=O)c1ccccc1N(C)S(C)(=O)=O
#14 CN(c1ccccc1)c1cc(=O)[nH]c(=O)[nH]1
#15 C=CCSc1nnc(-c2cc3c(s2)-c2ccccc2CC3)o1
#16 COc1cccc(OCCc2c(C)n[nH]c2C)c1
#17 O=C(COC(=O)Cc1ccc(-c2ccccc2)cc1)NCc1ccccc1
#18 O=C(CCS(=O)(=O)c1ccccc1)Nc1cccc2c1C(=O)NC2=O
#19 Cc1ccc(Nc2oc(C)nc2C#N)cc1
#20 O=[N+]([O-])c1ccc(-n2nncc2-c2ccc(Cl)cc2)cc1
assay / compound	11	12	13	14	15	16	17	18	19	20
KDM4E inh	0%	?	5%	0%	?	2%	2%	?	-1%	-1%
KinaseGlo FLuc	2%	-4%	21%	-6%	0%	0%	14%	-1%	-2%	-2%
L3MBTL1 block	8%	.	.	-5%	206%[activator]	2%	-16%	.	-1%	.
ALDH1A1 block	10%	-14%	3%	16%	?	-6%	-5%	?	-2%	3%
Lamin A splicing	?	.	-9%	-2%	-4%	?	12%	20%[46 µM]	6%	7%
Tau fibril ThT	-8%	-10%	-4%	6%	?	0%	-7%	-6%	-10%	-13%
RECQ1 inh	i	i	i	0%	-5%	7%	2%	i	1%	i
SMN2 splice up	.	-12%	-9%	11%	?	-38%[inhibitor]	-17%	5%	-19%	-18%

#21 COc1ccc(-c2ccc(CCC(=O)O)n2CC(C)C)cc1
#22 CC1=NN(C(=O)Cc2ccccc2)C(O)(c2cccnc2)C1 (stereo not given)
#23 CC(=O)c1cccc(NC(=O)C(NC(C)C)c2ccccc2)c1 (stereo not given)
#24 CSc1ncccc1C(=O)OCc1cccc([N+](=O)[O-])c1
#25 CCOC(=O)CNC(=O)/C=C/c1ccc2c(c1)OCO2
#26 Cc1cc2c(cc1C)NC(c1cccnc1)C1=C(CC(C)(C)CC1=O)N2 (stereo not given)
#27 CN(c1ccccc1)S(=O)(=O)c1ccc(NC(=O)c2ccc(-c3ccccc3)cc2)cc1
#28 Fc1ccc(N2CCN(C(=S)NCC3CCCO3)CC2)cc1 (stereo not given)
#29 Cc1ccccc1Nc1nc2ccccc2s1
#30 O=C(CCCn1nnc(-c2cccnc2)n1)c1ccc(F)cc1
assay / compound	21	22	23	24	25	26	27	28	29	30
KDM4E inh	?	-6%	9%	9%	?	-2%	?	12%	-1%	7%
KinaseGlo FLuc	0%	0%	.	0%	-6%	3%	-4%	-1%	-7%	11%
L3MBTL1 block	.	13%	.	12%	-6%	25%[11.4 µM]	-2%	4%	5%	3%
ALDH1A1 block	?	0%	-5%	-5%	?	-5%	1%	-7%	9%	0%
Lamin A splicing	3%	-2%	.	.	-9%[46 µM]	1%	18%[0.0737 µM]	?	-5%	?
Tau fibril ThT	-16%	-4%	-13%	-12%	0%	-6%	?	-2%	-6%	-17%
RECQ1 inh	-12%	-18%	-5%	3%	i	-2%	-7%	i	-12%	15%
SMN2 splice up	-2%	3%	.	-2%	30%	7%	.	-3%	11µM*	-25%

#31 O=C(c1cccc(Cl)c1)N1CCCC(c2ccc(Cl)cc2)=N1
#32 CN(C)CC(C)(C)CNS(=O)(=O)c1ccc(OC(F)(F)F)cc1
#33 Cc1ccc(S(=O)(=O)N(Cc2ccc(F)cc2)Cc2ccco2)cc1
#34 COc1cccc(/C=C(\C(=O)O)c2ccccc2)c1
#35 COc1ccc(C(=O)O/N=C(/c2ccccc2)c2ccncc2)cc1OC
#36 Cc1cc(=O)n2[nH]nnc2n1
#37 Cc1ccccc1C(=O)O/N=C(\N)c1cccc([N+](=O)[O-])c1
#38 CCC(=O)c1c[nH]c(C(=O)NCc2cccnc2)c1
#39 CCCCn1nc2cc(C(=O)NCC34CC5CC(CC(C5)C3)C4)ccc2c1OC
#40 CCOC(=O)Cc1csc(NC(=O)c2cc3ccccc3o2)n1
assay / compound	31	32	33	34	35	36	37	38	39	40
KDM4E inh	-3%	3%	-3%	7%	3%	?	10%	-3%	?	4%
KinaseGlo FLuc	-3%	0%	1%	1%	-2%	.	?	3%	-2%	?
L3MBTL1 block	23%	19%	.	9%	.	14%	-2%	10%	1%	-19%
ALDH1A1 block	?	13%	-5%	17%	?	-10%	?	-2%	?	?
Lamin A splicing	?	.	?	-4%[46 µM]	.	10%[46 µM]	?	.	1%	21%[46 µM]
Tau fibril ThT	-18%	7%	-14%	3%	-15%	16%	-1%	9%	-17%	?
RECQ1 inh	-16%	6%	?	i	-19%	i	-1%	i	-4%	3%
SMN2 splice up	-1%	6%	-19%	5%	-8%	.	?	14%	-29%	1%

#41 CC(=O)Nc1ccc(S(=O)(=O)NC(CC(=O)O)c2ccc(C)cc2)cc1 (stereo not given)
#42 O=C(O)CC1Sc2ccccc2NC1=O (stereo not given)
#43 N#C/C(=C(/N)Sc1ccc(N)cc1)c1ccccc1C(F)(F)F
#44 COC(=O)C(C)n1cnc2c(nnn2-c2cccc(Cl)c2)c1=O (stereo not given)
#45 CC(C)(CO)CNC(=O)CCc1nnc(CCCc2ccccc2)o1
#46 Cc1cc(Br)c(NC(=O)COC(=O)C2CC2C)c(Br)c1 (stereo not given)
#47 Cc1ccc(CC2S/C(=N/N=C/c3ccco3)NC2=O)cc1 (stereo not given)
#48 CC(C)N(C(=O)Cn1c(SCC(=O)Nc2nccs2)nc2ccccc21)C(C)C
#49 Fc1ccc(NC(=S)N/N=C/c2cccc(Br)c2)c(F)c1
#50 CCSc1nnc(NC(=O)CSc2nnc(Cc3cccn3C)n2-c2ccc(C)cc2)s1
assay / compound	41	42	43	44	45	46	47	48	49	50
KDM4E inh	-7%	4%	8%	-3%	-8%	?	7%	-5%	1%	-4%
KinaseGlo FLuc	.	2%	2%	-3%	-1%	-3%	-2%	2%	-1%	-2%
L3MBTL1 block	5%	13%	.	.	2%	-8%	5%	-2%	.	.
ALDH1A1 block	.	-13%	?	-2%	17%	5%	-7%	0%	5%	-8%
Lamin A splicing	.	6%	.	5%	.	17%	.	-9%	11%	8%
Tau fibril ThT	2%	-6%	-17%	-11%	-11%	-5%	2%	1%	-6%	-7%
RECQ1 inh	-2%	i	-23%&-7%	-7%	-8%	i	-1%	-1%	i	-29%
SMN2 splice up	.	3%	-8%	-13%	.	9%	6%	6%	-27%	24%

A second format for some results above.
no.	structure	KDM4E inh	KinaseGlo FLuc	L3MBTL1 block	ALDH1A1 block	Lamin A splicing	Tau fibril ThT	RECQ1 inh	SMN2 splice up
20	O=[N+]([O-])c1ccc(-n2nncc2-c2ccc(Cl)cc2)cc1	-1%	-2%	.	3%	7%	-13%	i	-18%
21	COc1ccc(-c2ccc(CCC(=O)O)n2CC(C)C)cc1	?	0%	.	?	3%	-16%	-12%	-2%
22	CC1=NN(C(=O)Cc2ccccc2)C(O)(c2cccnc2)C1 (stereo not given)	-6%	0%	13%	0%	-2%	-4%	-18%	3%
